# CHO parental Ca = counter-screen: ATP calcium response change in parental CHO cells; parental CHO-K1, ATP-induced calcium, Fluo-8 fluorescence; inhibition, % at 5.6 µM; 0.63% of 330,000 active;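 active = inhibition above that plate's mean sample inhibition plus 3 SD, cut at about 26% in these data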;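 also: 0% = ATP-challenged DMSO wells and 100% = DMSO wells without ATP; some compounds past the cut are filed as inactive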
#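 Test system: parental CHO cells; detection: calcium-sensitive Fluo-8 fluorescence; evaluation: percent inhibition of calcium signal; also added: ATP as calcium-mobilizing challenge; repeats: one well per compound; control set: ATP-challenged DMSO wells low, unchallenged DMSO wells high; compound: single nominal dose of 5.6 µM per compound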
# OXTR agonist = human OXTR agonism; AID 2435; CHO-OTR cells, Fluo-8 calcium fluorescence; normalized: DMSO 0%, oxytocin 100%; P30559; 0.32% of 320,000 active; activation, % at 3 µM;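 active = activation above the mean of all tested compounds plus 3 SD, cutoff set per screening run, cut at about 20% in these data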;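 also: peak over basal fluorescence ratio from a 100 s FLIPR kinetic read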
# OXTR potentiator = potentiates the human oxytocin receptor response | CHO-OTR cells, Fluo-8 calcium fluorescence, potentiator mode; 0% = oxytocin EC15, 100% = EC100 | activation, % at 3 µM | 0.061% of 320,000 active | AID 2445;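 active = activation above that plate's cutoff, the mean activation of tested compounds plus 3 SD, cut at about 6.6% in these data, passing the limit was not always enough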;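 also: 100% uses oxytocin at 75 nM as the full agonist control; some results filed as inactive read as strong as hits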
#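 Assay system: CHO cell line stably expressing human OTR | Also added: Oxytocin at about EC15, sub-maximal agonist stimulus | Times: Compound 6 min at room temperature before oxytocin, 100 s read | Measured by: Fluo-8 intracellular calcium fluorescence, ex 470-495, em 515-575 nm | Controls: EC15 oxytocin alone as 0%, 75 nM oxytocin as 100%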
# V1aR counter = V1a receptor agonism, counter-screen for OXTR agonists; CHO-V1R cells, Fluo-8 calcium fluorescence, agonist mode; 0% DMSO, 100% 3 nM vasopressin; activation, % at 3 µM; 0.25% of 320,000 active; AID 2797;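 active = activation above the mean activation of all tested compounds plus 3 SD, per screening run, cut at about 20% in these data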;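 also: signal is peak over basal fluorescence ratio across a 100 second FLIPR read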
# Target sequence (P37288 whole entry, looked up): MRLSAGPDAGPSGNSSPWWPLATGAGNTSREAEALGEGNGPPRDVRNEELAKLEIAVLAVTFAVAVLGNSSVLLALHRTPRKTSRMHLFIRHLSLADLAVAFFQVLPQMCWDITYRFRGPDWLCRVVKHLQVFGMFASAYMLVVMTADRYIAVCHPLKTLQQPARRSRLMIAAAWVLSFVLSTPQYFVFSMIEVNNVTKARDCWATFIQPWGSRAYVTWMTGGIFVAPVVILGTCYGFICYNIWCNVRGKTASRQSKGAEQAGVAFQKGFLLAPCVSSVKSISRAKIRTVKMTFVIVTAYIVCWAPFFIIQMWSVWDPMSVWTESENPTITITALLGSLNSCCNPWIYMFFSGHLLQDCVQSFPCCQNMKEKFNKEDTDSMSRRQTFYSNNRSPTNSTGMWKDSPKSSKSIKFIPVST
# TAAR1 antag = antagonists of human TAAR1. Q96RJ0. CHO RD-HGA16 TAAR1, Fluo-8 calcium fluorescence, antagonist. inhibition, % at 3 µM. 1.5% of 360,000 active. AID 624466;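 active = inhibition above a per-plate cutoff, the mean inhibition of test compounds on that plate plus 3 SD, cut at about 49% in these data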;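 also: 0% = DMSO plus EC80 beta-PEA response and 100% = DMSO alone without agonist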
# Target sequence (Q96RJ0 whole entry, looked up): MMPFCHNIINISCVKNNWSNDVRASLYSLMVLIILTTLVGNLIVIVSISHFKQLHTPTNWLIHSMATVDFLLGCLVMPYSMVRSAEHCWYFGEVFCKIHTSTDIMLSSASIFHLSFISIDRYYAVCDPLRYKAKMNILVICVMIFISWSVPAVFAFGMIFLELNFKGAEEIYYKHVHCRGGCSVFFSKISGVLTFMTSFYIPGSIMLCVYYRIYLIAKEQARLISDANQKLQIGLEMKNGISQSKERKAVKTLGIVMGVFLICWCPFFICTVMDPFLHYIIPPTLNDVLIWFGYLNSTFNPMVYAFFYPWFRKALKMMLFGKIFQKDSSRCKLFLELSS
#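 Test system: CHO RD-HGA16 cells bearing hTAAR1 | Reagent: β-PEA, EC80 | Compound dosing: 3 µM, single point | Schedule: Dye loading 75 min at 37 °C, then 30 min room temperature | Signal: Calcium fluorescence with Fluo-8 | Evaluation: Percent inhibition of PEA-evoked calcium signal, max/basal emission ratio | Control set: DMSO-only wells and EC80 β-PEA-stimulated wells | Repeats: Singlicate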
# M1 PAM parental = nonselective activator or artifact in parental CHO-K1 calcium assay; AID 602247; 0.02% of 360,000 active; ATP EC20, Fluo-8 calcium fluorescence; 0% at ATP EC20, 100% at ATP max; activation, % at 3 µM;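 active = activation above the run cutoff, the mean activation of all test compounds plus 3 SD, cut at about 40% in these data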;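 also: peak over basal fluorescence ratio in a 140 s read after ATP addition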
# GPR7 antag = human neuropeptides B/W receptor 1 antagonism | P48145 | 1.1% of 290,000 active | GPR7-expressing cells, fluorescence antagonist assay | inhibition, % at 4.4 µM; in the data active = inhibition above about 16%, passing the limit was not always enough;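 also: cells stimulated with the agonist NPW; 0% = agonist with vehicle and 100% = vehicle without agonist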
# Target sequence (P48145 whole entry, looked up): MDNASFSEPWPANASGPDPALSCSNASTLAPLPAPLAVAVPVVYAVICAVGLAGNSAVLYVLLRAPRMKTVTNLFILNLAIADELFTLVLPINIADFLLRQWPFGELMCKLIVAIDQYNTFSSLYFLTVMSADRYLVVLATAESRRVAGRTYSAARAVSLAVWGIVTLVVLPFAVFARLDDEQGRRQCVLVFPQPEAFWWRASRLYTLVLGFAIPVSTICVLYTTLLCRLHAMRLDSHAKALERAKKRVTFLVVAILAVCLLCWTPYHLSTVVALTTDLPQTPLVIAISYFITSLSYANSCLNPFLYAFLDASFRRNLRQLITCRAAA
# CHO-K1 Ca ag = counter-screen for M1 agonists: effect in parental CHO-K1 cells; Fluo-8 calcium fluorescence; scaled to maximal ATP response, vehicle zero; activation, % at 3 µM; 0.48% of 360,000 active; AID 602248; in the data active = activation above about 15%;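 also: untransfected CHO-K1 host cells lacking M1 receptor as counterscreen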
# CHO-K1 Ca antag = nonselective inhibitor or artifact in parental CHO-K1 cells. 0.6% of 360,000 active. ATP-induced calcium, Fluo-8 fluorescence. inhibition, % at 3 µM. AID 602250;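 active = inhibition above a per-plate cutoff, the plate's mean sample inhibition plus 3 SD, cut at about 24% in these data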;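 also: 0% = DMSO plus EC80 ATP and 100% = DMSO alone without ATP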
# An asterisk follows results filed as active; . = not tested or not shown.
SMILES	CHO parental Ca	OXTR agonist	OXTR potentiator	V1aR counter	TAAR1 antag	M1 PAM parental	GPR7 antag	CHO-K1 Ca ag	CHO-K1 Ca antag
CCOC(=O)c1ccc(N2Cc3ccccc3C2=N)cc1	-1	0.1	-9	0.3	-2	21	5	0.3	-10
Nc1c(-c2ccccc2)cnn1-c1ccccc1	-7	-2.2	-8	0.1	7	6	4	-0.4	-4
CCN(CC)CCn1cnc2c1c(=O)n(CCOC(=O)c1cc(OC)c(OC)c(OC)c1)c(=O)n2C	-16	0.6	4	2.0	-35	19	-3	0.6	-12
O=C(Nc1ccc(C(=O)Oc2ccccc2)c(O)c1)c1ccco1	-21	4.5	-2	2.7	23	22	-8	6.5	-12
COCCn1c(SCC(=O)N2CCCC2)nc2c([nH]c3ccccc32)c1=O	-25	-0.4	-3	0.8	-8	9	-13	1.1	-10
O=C1CS/C(=N/N=C2CCCC2)N1	2	1.7	-1	0.1	-8	2	-13	-0.1	-4
Cc1ccc(S(=O)(=O)NC(=NCc2ccccc2)c2ccc(F)cc2)cc1	-10	-0.3	-9	0.5	-8	-25	0	0.1	10
Cc1ccc(S(=O)(=O)NNC(=O)C2COc3ccccc3O2)cc1C (stereo unspecified)	-9	-0.8	-4	0.9	-11	10	-8	1.2	-11
O=C(CN1C(=O)NC2(CCCC2)C1=O)Nc1nc(-c2ccccc2)cs1	-9	-0.9	-2	0.0	-17	-12	.	0.5	6
CCOC(=O)C1=C(C(=O)OCC)N(CC)CCC1=O	.	.	.	.	17	8	.	0.2	-11
Cc1ccc(N=C2NC(=O)C(CO)(CO)S2)cc1	-12	0.8	-2	0.8	-5	-6	-7	9.9	14
CC(C)N=C1NN=C(c2ccc(Cl)c(Cl)c2)CS1	.	.	.	.	8	12	3	0.3	-6
Cc1cccc(C(=O)N2CCC(=O)N([C@H](COCc3ccccc3)Cc3ccccc3)CC2)c1	.	.	.	.	20	20	.	3.3	-16
O=C(CSc1nc2[nH]ncc2c(=O)n1-c1ccccc1)c1ccc2c(c1)OCCO2	2	7.8	-15	8.8	58*	17	-1	4.7	-3
CCc1c(C)nc2cc(-c3ccc(OC)c(OC)c3)nn2c1N1CCCC1	-25	-1.2	-4	-1.1	-7	16	-21	0.5	-20
CC(=O)N1c2ccccc2CCc2ccc([N+](=O)[O-])cc21	-12	-1.1	-12	0.6	2	20	14	2.0	-11
COc1ccc(CCNC(=O)c2ccc(-c3cccc([N+](=O)[O-])c3)o2)cc1OC	-6	-0.7	-14	-0.3	60*	-4	-5	4.2	16
COc1ccc(C(NC(=O)C2CCN(CCCc3ccccc3)CC2)c2cccs2)cc1 (stereo unspecified)	.	.	.	.	-18	-8	.	1.7	5
CNCCCNC(=O)c1ccc(/C=N/O)nc1	-10	1.2	0	1.4	15	6	-7	-0.1	-9
COc1ccc(/C(N)=N/OC(=O)c2cc(-c3ccccc3)nc3ccccc23)cc1	7	0.4	2	0.0	-7	20	-8	0.8	-2
CC(=O)Nc1ccc(NCc2cccs2)cc1	-5	-0.2	-18	-0.8	1	16	-9	0.5	-12
CC(C)(C)OC(=O)N(CCc1ccccc1)Cc1cccc(OCc2cccc(NC(=O)C3CCC3)c2)c1	.	.	.	.	2	13	.	5.6	12
COc1ccc(CCNC(=O)CCN2C(=O)c3cccc4cccc(c34)C2=O)cc1OC	-4	0.6	-5	1.1	7	14	-14	0.4	1
Cc1cc(Cl)cc2sc(NC(=O)c3ccco3)nc12	-6	-1.3	-3	-0.9	.	22	-10	-0.2	-15
C=CC[C@@H](CC(=O)N(CCO)Cc1ccccc1)C(=O)N[C@@H](COC(=O)[C@@H](CC=C)CC(=O)OC(C)(C)C)Cc1c[nH]c2ccccc12	10	-1.7	-8	-0.3	55*	7	.	-0.2	-4
Cc1cccc(NC(=S)N(Cc2ccc(Br)cc2)Cc2ccc(C(=O)O)cc2)c1	-9	-0.1	-13	0.4	14	7	-7	0.0	-10
CCN(CC)CCNc1c(C)cc(CO)c(Cl)c1C	.	.	.	.	-24	-14	.	0.0	16
O=C(CN1CCN(CC(=O)Nc2ccc(OCc3ccccc3)cc2)CC1)Nc1ccc(F)cc1	14	21*	-12	15	.	9	-5	9.2	8
CCOCCCn1c(=N)c(C(=O)NCc2ccc3c(c2)OCO3)cc2c(=O)n3cccc(C)c3nc21	-24	-1.0	-9	-0.8	.	17	0	-0.3	-18
CC(=O)c1cc(CN2CCC(N3CCC(C(=O)N4CCCC4)CC3)CC2)cs1	3	0.1	-8	-0.7	1	7	8	0.6	-9
N/C(=N\OC(=O)COc1ccc(Br)cc1)c1cccc([N+](=O)[O-])c1	-1	-0.6	-1	0.1	-13	11	7	0.3	5
CC(C)C(=O)NC(Nc1cccc([N+](=O)[O-])c1)C(Cl)(Cl)Cl (stereo unspecified)	-13	0.7	6	4.2	0	8	6	3.9	3
CCc1nnc(NC(=O)c2sc3nc4c(cc3c2N)CCCCCC4)s1	-8	-1.9	0	-1.2	0	9	-5	0.7	2
Cc1cccc2c1cnn2C(=O)CCC(=O)NC1CCCCC1	-1	0.0	-3	1.4	-13	10	6	1.1	-10
Cc1ccc(CCS(=O)(=O)c2ccc(C(C)(C)C)cc2)cn1	17	6.3	-20	9.3	5	1	11	8.7	-3
O=[N+]([O-])c1ccc(CN2CCN(c3nc4ccccc4s3)CC2)cc1	-12	0.3	-4	0.3	-8	1	1	-0.5	-1

# Another view of some results above:
N/C(=N\OC(=O)COc1ccc(Br)cc1)c1cccc([N+](=O)[O-])c1
  CHO parental Ca: -1
  OXTR agonist: -0.6
  OXTR potentiator: -1
  V1aR counter: 0.1
  TAAR1 antag: -13
  M1 PAM parental: 11
  GPR7 antag: 7
  CHO-K1 Ca ag: 0.3
  CHO-K1 Ca antag: 5
CC(C)C(=O)NC(Nc1cccc([N+](=O)[O-])c1)C(Cl)(Cl)Cl (stereo unspecified)
  CHO parental Ca: -13
  OXTR agonist: 0.7
  OXTR potentiator: 6
  V1aR counter: 4.2
  TAAR1 antag: 0
  M1 PAM parental: 8
  GPR7 antag: 6
  CHO-K1 Ca ag: 3.9
  CHO-K1 Ca antag: 3
CCc1nnc(NC(=O)c2sc3nc4c(cc3c2N)CCCCCC4)s1
  CHO parental Ca: -8
  OXTR agonist: -1.9
  OXTR potentiator: 0
  V1aR counter: -1.2
  TAAR1 antag: 0
  M1 PAM parental: 9
  GPR7 antag: -5
  CHO-K1 Ca ag: 0.7
  CHO-K1 Ca antag: 2

# Additional compounds.
SMILES	CHO parental Ca	OXTR agonist	OXTR potentiator	V1aR counter	TAAR1 antag	M1 PAM parental	GPR7 antag	CHO-K1 Ca ag	CHO-K1 Ca antag
O=S(=O)(c1ccccc1)N1CCCCC1CCc1ccccc1 (stereo unspecified)	.	.	.	.	-14	3	.	-0.7	-2
CCCCc1nc2cc(C(=O)N3CCN(c4cnccn4)CC3)ccc2o1	-13	-2.1	-3	0.4	-18	16	11	0.8	-15
Cc1nc(C(F)(F)F)c(C(=O)N=CN(C)C)s1	-10	1.3	2	0.1	-12	13	-9	2.9	-10
CSc1ncccc1C(=O)OCC(=O)Nc1ccc(S(=O)(=O)N2CCCC2)cc1	-7	0.2	-9	2.8	1	-8	-4	1.0	4
Cc1ccccc1OCCN1C(=O)C(=O)c2cccc(C)c21	-17	-2.3	-7	0.2	23	25	21*	0.3	-2
C(=N\n1c2ccccc2c2ccccc21)/c1ccccc1	-26	-1.0	-2	-0.3	-20	11	-6	-0.2	-11
O=C(O)/C=C/C(=O)Nc1ccc(C2(c3ccc(NC(=O)/C=C/C(=O)O)cc3)c3ccccc3-c3ccccc32)cc1	7	1.9	-18	-0.6	-3	-13	-4	-0.1	-2
O=C(Cn1c2[n+](c3ccc(C(F)(F)F)cc31)CCCCC2)Nc1ccccc1	-4	-0.6	-6	-0.6	-16	7	-4	0.0	1
Cc1ccc2occ(CN3CCN(Cc4ccccc4)CC3)c(=O)c2c1	-13	-0.1	-9	0.2	.	.	0	.	.
CCOc1ccccc1NC(=O)CN1CCN(C(=O)C2CCCO2)CC1 (stereo unspecified)	9	0.7	-3	0.3	-3	-15	-4	0.5	7
COc1ccccc1CNc1ncc(-c2ccc(F)cc2)n1C	-13	-0.9	-7	0.9	1	-25	-7	0.1	9
O=C(NCc1cccs1)c1ccc(N2CCCCC2)nc1	2	-2.3	-9	0.1	17	19	2	0.9	-21
Cc1ccccc1-n1c(=O)/c(=C\c2ccco2)s/c1=C(/C#N)C(=O)Nc1ccccc1	-8	0.4	1	0.1	36	15	0	3.0	2
CCn1c(SCC(=O)Nc2cc(C)on2)nc2c(c1=O)SCC2	-6	0.6	2	0.1	-20	9	-19	0.9	-3
Cn1c(-c2ccc(C=O)s2)nc2c3ccccc3c3ccccc3c21	-3	0.7	-8	2.4	11	14	5	1.1	-10
Cc1ccc[n+](/C(=C\C(=C=[N-])C#N)C(=O)c2ccc(Cl)cc2)c1	-11	-1.5	-3	0.3	6	13	-5	0.8	-15
COc1cc(CNn2cn[nH]c2=S)cc(Cl)c1OCc1ccccc1	2	5.1	-2	2.9	-27	6	-2	2.3	-10
COc1cccc(NC(=O)C2CCN(C(=O)[C@@H]3Cc4ccccc4CN3C(=O)OC(C)(C)C)CC2)c1	-15	2.6	-12	6.7	53*	-6	-8	7.0	-4
CN(C)/C=N/c1nc2ccc3c(c2s1)CCCC3	-21	1.4	-5	-0.1	-16	7	7	0.3	-29
COC(=O)c1ccccc1S(=O)(=O)N1CCC(C(=O)NCCC2=CCCCC2)CC1	-7	-0.2	-4	0.5	-2	1	.	0.0	0
CC(C)(C)C1CCC2(CC1)CC(=O)c1ccccc1O2 (stereo unspecified)	-4	-1.3	0	0.7	2	14	.	0.6	-11
O=C(COc1ccc(Cl)cc1Cl)N/N=C/C1CC=CCC1 (stereo unspecified)	-11	-0.2	8	0.0	-2	-7	-7	0.6	1
CCc1cccc(NC(=S)Nc2ccc(CN3CCOCC3)cc2)c1	-9	1.2	1	-0.4	-22	11	-12	0.8	-8
COc1cccc(C2CC(=O)Nc3n[nH]c(-c4ccccc4)c32)c1OC (stereo unspecified)	2	-1.6	-4	1.3	-11	18	-5	1.1	-13
COc1ccc(/C=C2/SC(=S)N(CCCC(=O)Nc3ccccc3C(=O)O)C2=O)cc1	3	-0.5	-9	-0.9	-51	14	2	0.4	1
O=C(CN1C(=O)C2CC=CCC2C1=O)Nc1ccc(S(=O)(=O)Nc2ncccn2)cc1 (stereo unspecified)	6	-0.9	-3	0.5	-4	1	-11	1.0	-17
COc1ccc(CNC(=O)CN2CCC(C(=O)c3ccc(OC)cc3)CC2)cc1	-9	5.5	-6	4.9	9	-1	5	2.3	-7
CCOC(=O)C1=NN(c2ccc(Cl)cc2)C(=O)C1	-8	-2.1	-3	-0.8	-28	16	-3	-0.4	3

# Assay outcomes (PubChem)
